# All columns: NCI-60 one-dose screen, growth in % after 48 h at 10 µM unless noted; 100 = growth as untreated, 0 = no growth, -100 = all killed.
# MALME-3M: MALME-3M melanoma; 5.8% of 78,000 active
# UACC-62: UACC-62 melanoma; AID 1794756; 5.4% of 81,000 active
# EKVX: EKVX NSCLC; 3% of 71,000 active
# HOP-92: HOP-92 NSCLC cells; 6.3% of 71,000 active; AID 1794738
# UACC-257: UACC-257 melanoma. AID 1794764. 4.4% of 78,000 active
# M14: M14 melanoma | 6.2% of 80,000 active
# HOP-62: HOP-62 NSCLC; AID 1794735; 3.9% of 80,000 active
# A549/ATCC: A549/ATCC NSCLC; 3.7% of 81,000 active
# Active calls of the source: *; . = not tested or not shown; & = joins results of further samples. The calls were made as follows: active = growth percent below 10; inactive = the rest.
cpd	SMILES	MALME-3M	UACC-257	M14	A549/ATCC
1	COc1cc(C2=NN(C(C)=O)C(c3ccc(OC(C)=O)cc3)O2)c(OC(C)=O)c2ccccc12 (stereo not drawn)	83	91	98	97
2	O=S(=O)(/N=C1C=C/C(=N\S(=O)(=O)c2ccccc2)c2ccccc2\1)c1ccccc1	107	95	112	101
3	COc1cc(/C=N/C2=NNC(C)(c3ccccc3O)N2C(Cc2c[nH]c3ccccc23)C(=O)O)ccc1O (stereo not drawn)	96	101	92	99
4	CC(=O)c1cc(C)oc1C	96	102	111	103
5	CCOC(=O)C(Nc1cccc(Cl)c1)C(=O)OCC	95	111	98	104
6	c1ccc(-c2c3c(nn2-c2ccccc2)CCc2cnoc2-3)cc1	97	64	68	64
7	COc1ccc(/C=C/c2noc(/C=C/c3ccc(OC)c(OC)c3)n2)cc1OC	99	.	105	82
8	CC12CCC(C(=O)C1)C1(C)CCCC(=O)C21 (stereo not drawn)	104	105	103	109
9	O=C(Nc1ccc(F)cc1)N1CCN(c2cc(-c3cn(-c4ccccc4)nc3-c3cccc(O)c3)ccn2)CC1	78	102	103	89
10	COc1cc2ncnc(Nc3cc(=O)[nH]c(SC)n3)c2cc1OC	92	.	101	88
11	O=C1C2=C(Nc3cc([N+](=O)[O-])ccc3N2)OC1c1ccccn1 (stereo not drawn)	105	104	98	102
12	CN(CCNc1ccc(C(=N)N)cc1)c1ccc(C(=N)N)cc1	85	55	96	42
13	COc1ccc(C2CC(=O)c3c(O)cc(O)cc3O2)cc1O (stereo not drawn)	109	95	108	95
14	CC1(C)S[C@@H]2[C@H](NC(=O)COc3ccccc3)C(=O)N2[C@H]1C(=O)O	.	103	103	103
15	O=C(/C=C/c1nnc2n(Cc3ccccc3)c(=O)c3c4c(sc3n12)CCCC4)c1ccccc1	.	87	93	104

cpd	EKVX	HOP-62	UACC-62	HOP-92
1	.	88	85	86
2	104	90	104	.
3	78	64	77	71
4	.	111	105	.
5	.	95	106	.
6	99	68	40	.
7	82	100	87	84
8	97	.	108	100
9	78	83	76	97
10	86	89	93	97
11	.	101	92	.
12	84	112	73	63
13	109	98	94	87
14	104	102	.	88
15	92	92	100	77

# Other entries.
cpd	SMILES	MALME-3M	UACC-257	M14	A549/ATCC
16	CO[C@H]1/C=C/O[C@@]2(C)Oc3c(C)c(O)c4c(c3C2=O)C(=O)C(/C=N/N(c2ccccc2)c2ccccc2)=C(NC(=O)/C(C)=C\C=C\[C@H](C)[C@H](O)[C@@H](C)[C@@H](O)[C@@H](C)[C@H](OC(C)=O)[C@@H]1C)C4=O	-44*	-23*	.	3.7*
17	COc1cc(C2C=C(C)N=C3SC=CN32)cc(OC)c1OC (stereo not drawn)	104	102	107	107
18	Cc1ccc2[nH]c(=O)c3c(c2c1)OC(N)=C(C#N)C31C(=O)c2cccc3cccc1c23 (stereo not drawn)	99	108	98	103
19	Clc1ccccc1/C=C/C=C1c2ccccc2-c2ccccc21	109	125	107	107
20	COc1cc(-c2csc(Nc3cc(N4CCN(CCO)CC4)nc(C)n3)n2)cc(OC)c1OC	113	90	80	75
21	CCc1c(C)c2ccc3c(c2oc1=O)N=C(c1ccc(C)cc1)CO3	110	122	110	99
22	S=c1[nH]c2ccccc2s1	91&95&96	87&101	84&101&90	86&96
23	O=C(Cc1ccccc1[N+](=O)[O-])NCC(O)c1ccc2c(c1)OCO2 (stereo not drawn)	108	103	105	100
24	O=C(Cn1c(/C=C/c2ccc3c(c2)OCO3)nc2ccccc2c1=O)Nc1ccc(Cl)cc1	101	106	97	103
25	CC(C)=CCC/C(C)=C/COc1ccc2ccc(=O)oc2c1	103	84	97	95
26	CCOC(C(=O)N(C)CCN(C)CCc1ccccc1)(c1ccccc1)c1ccccc1	86	93	97	90
27	CCCCn1sc(=O)n(Cc2ccc(CNC(=O)OCc3ccc4c(Cl)cc(Cl)c(O)c4n3)cc2)c1=O	73	98	61	49
28	CCCC[N+](C)(N)CCCC	107	106	100	103
29	COc1cccc2occ(COC(=O)c3c(C)noc3C)c(=O)c12	84	77	88	98
30	O=C(CSc1nc2sc3c(c2c(=O)n1-c1ccccc1)CCCCC3)N/N=C/c1cccc([N+](=O)[O-])c1	75	66	71	28

cpd	EKVX	HOP-62	UACC-62	HOP-92
16	.	-77*	-71*	-49*
17	.	106	107	92
18	102	98	89	104
19	94	101	100	118
20	79	62	81	14
21	98	120	101	120
22	94	87&110&79	100&104&87	75&92
23	92	.	106	129
24	100	101	98	.
25	95	100	75	84
26	96	97	95	73
27	87	40	48	75
28	.	98	105	.
29	102	102	79	101
30	70	53	66	73

# (further entries)
cpd	SMILES	MALME-3M	UACC-257	M14	A549/ATCC
31	COC(OC)c1cccc(N)c1	102	68	104	66
32	CCOC(=O)Cn1c(-c2ccc(C)o2)nc2cc3nc4ccccc4nc3cc21	108	98	101	108
33	O=C1C2C3C=CC(C3)C2C(=O)N1O (stereo not drawn)	111&108	97&101	104&106	105&100
34	O=C(COc1ccc(NC(=O)Nc2ccccc2)cc1)N=Nc1c(O)[nH]c2ccc([N+](=O)[O-])cc12	-63*	27	8.6*	101
35	CNC(=O)OCc1nc(SC)n(C)c1COC(=O)NC	99	99	107	104
36	CCCCC(O)(CC(=O)OCC)c1ccccc1 (stereo not drawn)	102	85	100	85
37	Cc1ccc(-c2csc(=N)n2CC(=O)N2CCN(c3ccccc3)CC2)cc1	118	106	108	98
38	CCNc1nc(NC(C)C)nc(-c2ccncc2)n1	128	.	125	98
39	O=C1NN(C(=O)c2cc([N+](=O)[O-])cc([N+](=O)[O-])c2)C(c2ccccc2)=N/C1=C/c1ccoc1	97	98	97	97
40	CCOC(=O)C1=C(N)N(c2ccc(Cl)cc2)C2=C(C(=O)CC(C)(C)C2)C1c1ccc(Cl)cc1Cl (stereo not drawn)	68	57	70	51
41	CCCCCCCC(C)NCCOC(=O)c1ccc([N+](=O)[O-])cc1 (stereo not drawn)	96	88	98	101
42	CCC(=O)OC1=CN2C(=NC(c3ccc(N)cc3)=CC2c2cc(OC)c(OC)c(OC)c2)S1 (stereo not drawn)	64	37	52	39
43	CC(=O)n1cc(/C=C2\N=C(c3ccc(Cl)cc3)N(c3ccc(S(=O)(=O)Nc4nccs4)cc3)C2=O)c2ccccc21	120	100	83	91
44	COc1cc(/C=C/c2cccnc2Nc2ccc(F)cc2)cc(OC)c1OC	102	90	93	55
45	NS(=O)(=O)c1ccc(N2C(=O)/C(=C/c3coc4ccccc4c3=O)N=C2c2ccc(Cl)cc2)cc1	95	92	102	107

cpd	EKVX	HOP-62	UACC-62	HOP-92
31	103	88	100	89
32	104	94	103	114
33	107&107	104&104	99&94	72&120
34	74	24	16	-72*
35	95	113	98	121
36	103	102	100	.
37	.	111	88	69
38	.	95	101	65
39	94	79	90	91
40	29	54	55	45
41	.	99	96	.
42	.	48	78	48
43	86	98	84	96
44	82	97	66	.
45	.	97	111	.

# 2 entries picked at random from the list so far:
cpd	SMILES	MALME-3M	UACC-257	M14	A549/ATCC
32	CCOC(=O)Cn1c(-c2ccc(C)o2)nc2cc3nc4ccccc4nc3cc21	108	98	101	108
23	O=C(Cc1ccccc1[N+](=O)[O-])NCC(O)c1ccc2c(c1)OCO2 (stereo not drawn)	108	103	105	100

cpd	EKVX	HOP-62	UACC-62	HOP-92
32	104	94	103	114
23	92	.	106	129

# (list continues)
cpd	SMILES	MALME-3M	UACC-257	M14	A549/ATCC
46	O=C(CCCCCN1CC(=O)N2[C@H](c3ccc(Br)cc3)c3[nH]c4ccccc4c3C[C@@H]2C1=O)NO	26	55	70	106
47	COc1ccc(C(=O)C[C@]2(O)C(=O)Nc3c(Cl)ccc(Cl)c32)cc1	51	64	5.9*	53
48	Nc1cccc(Cl)c1C(=O)O	107	109	97	.
49	CC(C)CC(=O)OC/C=C/c1ccccc1	.	107	106	101
50	O=C1/C(=C/c2ccc(Cl)cc2)N=C2SCN(c3ccc(F)cc3)CN12	100	.	100	97
51	CC(C)(CCO)c1ccccc1	101	106	110	104
52	COc1ccccc1NC1=C(Cl)C(=O)c2nc(C)ccc2C1=O	-56*	-83*	.	101
53	COc1cccc2c1nc1nc3ccc[nH]c3cc12	95	122	106	104
54	N#CC1C(=O)NC(=O)CC12CCCCC2 (stereo not drawn)	91&133	100&96	101&110	101&103
55	CCOc1nc(OCC)c2cnn(C)c2n1	120	95	108	115
56	Nc1nc(-c2ccncc2)nn1-c1nc2ccccc2s1	106	103	101	94
57	O=C1/C(=C(/c2ccccc2)N2CCOCC2)Cc2ccccc21	9.6*	65	-35*	77
58	CSC1=NC2C(N(C)C(=O)N2C)N1/N=C/C=C/c1ccco1 (stereo not drawn)	112	95	100	94
59	COC(=O)C(=O)C(C(=O)Nc1cccc(C)c1C)C1Sc2ccccc2NC1=O (stereo not drawn)	83	99	80	89
60	c1ccc(-c2c[nH]c3c(N4CCCCC4)ncnc23)cc1	96	106	90	70

cpd	EKVX	HOP-62	UACC-62	HOP-92
46	70	63	28	64
47	51	40	46	62
48	103	96	96	.
49	108	108	113	.
50	.	100	73	96
51	103	106	99	100
52	29	74	-46*	-84*
53	86	108	.	111
54	105&109	96&116	99&95	112
55	97	111	99	.
56	107	102	101	110
57	38	82	49	9.0*
58	101	93	91	95
59	84	73	79	93
60	86	93	91	77

# Other structures
cpd	SMILES	MALME-3M	UACC-257	M14	A549/ATCC
61	Cc1ccc(-n2c(-c3csc(N)n3)n[nH]c2=S)cc1	101	99	94	101
62	CC1=CC(=O)CC(C)(C)[C@@]1(O)/C=C/C(C)=C\C(=O)O	-57*	.	-77*	-28*
63	COc1ccc(-n2c(SCc3cn(-c4ccc(Cl)cc4)nn3)nc3ccccc3c2=O)cc1	103	109	103	85
64	CCOc1n[nH]c(-c2ccccc2)n1	98	104	100	97
65	COc1ccc(-c2nn(C(=O)NCCN(C)C)cc2-c2ccncc2)cc1Cl	54	64	46	33
66	O=C(CN1CCCCC1)c1ccc(/C=C/c2ccc(Cl)cc2)cc1	108	89	104	82
67	CCCCC(=O)NC(c1cccnc1)c1cc(Cl)c2cccnc2c1O (stereo not drawn)	92	107	110	100
68	Fc1ccc2nc(-c3cnn4cccnc34)sc2c1	108	100	101	81
69	NC(=O)c1cccc(-c2cc(C(N)=O)ccc2Cl)c1	46	48	16	85
70	COc1cccc(COC(=O)Nc2ccccc2)c1OC	105	.	105	94
71	O=C(CC1(O)C(=O)Nc2c(Cl)cc(Cl)cc21)c1cccc([N+](=O)[O-])c1 (stereo not drawn)	95	101	93	92
72	COc1ccc(/C=C2\CCCC3C2=Nc2ccccc2NC3c2ccc(OC)cc2)cc1 (stereo not drawn)	94	82	71	89
73	Nc1nc(Nc2ccc(Br)cc2)nn1Cc1cccc(Br)c1	88	102	99	92
74	Cc1ccc(C)c(CCCC(=O)O)c1	119	90	101	96

cpd	EKVX	HOP-62	UACC-62	HOP-92
61	101	89	99	108
62	-30*	-42*	-57*	-15*
63	87	85	91	99
64	89	91	93	84
65	43	16	35	.
66	91	103	91	89
67	104	100	92	114
68	62	85	75	79
69	36	36	36	52
70	.	100	94	109
71	76	78	92	109
72	87	128	68	.
73	73	97	76	84
74	106	105	105	83

# Reformatted with one line to a screen: entries from further up.
[59] COC(=O)C(=O)C(C(=O)Nc1cccc(C)c1C)C1Sc2ccccc2NC1=O (stereo not drawn)
[60] c1ccc(-c2c[nH]c3c(N4CCCCC4)ncnc23)cc1
[61] Cc1ccc(-n2c(-c3csc(N)n3)n[nH]c2=S)cc1
[62] CC1=CC(=O)CC(C)(C)[C@@]1(O)/C=C/C(C)=C\C(=O)O
[63] COc1ccc(-n2c(SCc3cn(-c4ccc(Cl)cc4)nn3)nc3ccccc3c2=O)cc1
[64] CCOc1n[nH]c(-c2ccccc2)n1
[65] COc1ccc(-c2nn(C(=O)NCCN(C)C)cc2-c2ccncc2)cc1Cl
[66] O=C(CN1CCCCC1)c1ccc(/C=C/c2ccc(Cl)cc2)cc1
[67] CCCCC(=O)NC(c1cccnc1)c1cc(Cl)c2cccnc2c1O (stereo not drawn)
[68] Fc1ccc2nc(-c3cnn4cccnc34)sc2c1
assay / entry	59	60	61	62	63	64	65	66	67	68
MALME-3M	83	96	101	-57*	103	98	54	108	92	108
UACC-257	99	106	99	.	109	104	64	89	107	100
M14	80	90	94	-77*	103	100	46	104	110	101
A549/ATCC	89	70	101	-28*	85	97	33	82	100	81
EKVX	84	86	101	-30*	87	89	43	91	104	62
HOP-62	73	93	89	-42*	85	91	16	103	100	85
UACC-62	79	91	99	-57*	91	93	35	91	92	75
HOP-92	93	77	108	-15*	99	84	.	89	114	79

[69] NC(=O)c1cccc(-c2cc(C(N)=O)ccc2Cl)c1
[70] COc1cccc(COC(=O)Nc2ccccc2)c1OC
[71] O=C(CC1(O)C(=O)Nc2c(Cl)cc(Cl)cc21)c1cccc([N+](=O)[O-])c1 (stereo not drawn)
[72] COc1ccc(/C=C2\CCCC3C2=Nc2ccccc2NC3c2ccc(OC)cc2)cc1 (stereo not drawn)
[73] Nc1nc(Nc2ccc(Br)cc2)nn1Cc1cccc(Br)c1
[74] Cc1ccc(C)c(CCCC(=O)O)c1
assay / entry	69	70	71	72	73	74
MALME-3M	46	105	95	94	88	119
UACC-257	48	.	101	82	102	90
M14	16	105	93	71	99	101
A549/ATCC	85	94	92	89	92	96
EKVX	36	.	76	87	73	106
HOP-62	36	100	78	128	97	105
UACC-62	36	94	92	68	76	105
HOP-92	52	109	109	.	84	83
